Screening results from PubChem BioAssay.
LMP1 NFkB inh – EBV LMP1-driven NF-kappaB luciferase reporter inhibitors, primary screen, cell-based, luminescence, single point; LMP1-induced NF-kappaB luciferase reporter cells; inhibition, % at 12.5 µM; 350,000 compounds, 0.69% hits; AID 504558, 2011; in the data active = inhibition above about 41%;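 also: 0% = neutral control wells and 100% = reference inhibitor control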
C8 TRAIL sens – viability loss with TRAIL in NB7+C8 cells, primary screen, TRAIL sensitizer project, cell-based, ATPlite luminescence | AID 624354, 2012 | 360,000 compounds, 1% hits | inhibition (viability loss, TRAIL sensitization), % at 10 µM;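 active = compounds causing at least 50% loss of cell viability in the single-dose screen, relative to plate controls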
COUP-TFII inh – NR2F2 transcriptional activity inhibitors, primary screen, cell-based, luciferase reporter, HEK293T, luminescence; COUP transcription factor 2 (Homo sapiens), P24468; HEK293T NGFI-A luciferase reporter; inhibition, % at 8.6 µM; 370,000 compounds, 0.7% hits;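 active = inhibition above a per-plate cutoff, mean inhibition of test wells between control levels plus 3 SD, cut at about 38% in these data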;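 also: cells cotransfected with COUP-TFII expression vector driving the NGFI-A reporter; 0% = median of COUP-TF2 test wells and 100% = reporter-only cells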
LRH-1 inv ag – LRH-1 (NR5A2) inverse agonists, primary screen, cell-based, luminescence, HEK293T, StAR-luciferase reporter; Nuclear receptor subfamily 5 group A member 2 (Homo sapiens), O00482; 360,000 compounds, 0.13% hits; LRH-1 transfected, 24 h; inhibition, % at 3.6 µM;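 active = inhibition above the mean inhibition of all tested compounds plus 3 SD, cut at about 73% in these data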;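 also: 0% = DMSO wells and 100% = reporter-only cells lacking LRH-1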
NCOA1 inh – SRC1 coactivator transcriptional activity inhibitors, primary screen, cell-based, luminescence; Nuclear receptor coactivator 1 (Homo sapiens), Q15788; HEK293 GAL4-SRC1 luciferase reporter; inhibition, % at 3.6 µM; 360,000 compounds, 0.12% hits;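 active = inhibition above the campaign mean plus 3 SD, with each screening campaign given its own cutoff, cut at about 60% in these data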;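 also: 0% = DMSO treated cells and 100% = gossypol at 36 µM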
TROY NFkB inh – inhibitors of TROY-driven NF-kB signaling, primary screen, Q293 LMP1-TROYcd cells, NF-kB luciferase, uHTS; inhibition, % at 10 µM; AID 1347056, 2019; 360,000 compounds, 0.98% hits; Q293 LMP1-TROYcd NF-kB luciferase reporter, 4 h;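 active = compounds whose plate-normalised and pattern-corrected inhibition of the luciferase reporter signal at the single screening dose is 50% or more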
Vif inh – HIV Vif self-association inhibitors, primary screen, imaging, HEK293T, single point; HEK293T cells, Vif self-association by quenched fluorescence, 24 h; inhibition, % at 7.49 µM; 340,000 compounds, 0.35% hits; in the data active = inhibition above about 50%, passing the limit was not always enough; also: some results filed as inactive read as strong as hits
SRC2 inh – inhibition of GAL4-SRC2 driven luciferase reporter, primary screen, SRC2 inhibitor project, cell-based, luminescence | 370,000 compounds, 0.17% hits | inhibition, % at 9 µM | HEK293 GAL4-SRC2 luciferase reporter;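 active = inhibition above the mean inhibition of all tested compounds plus 3 SD, set per campaign, cut at about 52% in these data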;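 also: 0% = DMSO treated cells and 100% = cells given Gossypol at 36 µM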
Target sequence (Q15596 whole entry, looked up, the tested form may be a part): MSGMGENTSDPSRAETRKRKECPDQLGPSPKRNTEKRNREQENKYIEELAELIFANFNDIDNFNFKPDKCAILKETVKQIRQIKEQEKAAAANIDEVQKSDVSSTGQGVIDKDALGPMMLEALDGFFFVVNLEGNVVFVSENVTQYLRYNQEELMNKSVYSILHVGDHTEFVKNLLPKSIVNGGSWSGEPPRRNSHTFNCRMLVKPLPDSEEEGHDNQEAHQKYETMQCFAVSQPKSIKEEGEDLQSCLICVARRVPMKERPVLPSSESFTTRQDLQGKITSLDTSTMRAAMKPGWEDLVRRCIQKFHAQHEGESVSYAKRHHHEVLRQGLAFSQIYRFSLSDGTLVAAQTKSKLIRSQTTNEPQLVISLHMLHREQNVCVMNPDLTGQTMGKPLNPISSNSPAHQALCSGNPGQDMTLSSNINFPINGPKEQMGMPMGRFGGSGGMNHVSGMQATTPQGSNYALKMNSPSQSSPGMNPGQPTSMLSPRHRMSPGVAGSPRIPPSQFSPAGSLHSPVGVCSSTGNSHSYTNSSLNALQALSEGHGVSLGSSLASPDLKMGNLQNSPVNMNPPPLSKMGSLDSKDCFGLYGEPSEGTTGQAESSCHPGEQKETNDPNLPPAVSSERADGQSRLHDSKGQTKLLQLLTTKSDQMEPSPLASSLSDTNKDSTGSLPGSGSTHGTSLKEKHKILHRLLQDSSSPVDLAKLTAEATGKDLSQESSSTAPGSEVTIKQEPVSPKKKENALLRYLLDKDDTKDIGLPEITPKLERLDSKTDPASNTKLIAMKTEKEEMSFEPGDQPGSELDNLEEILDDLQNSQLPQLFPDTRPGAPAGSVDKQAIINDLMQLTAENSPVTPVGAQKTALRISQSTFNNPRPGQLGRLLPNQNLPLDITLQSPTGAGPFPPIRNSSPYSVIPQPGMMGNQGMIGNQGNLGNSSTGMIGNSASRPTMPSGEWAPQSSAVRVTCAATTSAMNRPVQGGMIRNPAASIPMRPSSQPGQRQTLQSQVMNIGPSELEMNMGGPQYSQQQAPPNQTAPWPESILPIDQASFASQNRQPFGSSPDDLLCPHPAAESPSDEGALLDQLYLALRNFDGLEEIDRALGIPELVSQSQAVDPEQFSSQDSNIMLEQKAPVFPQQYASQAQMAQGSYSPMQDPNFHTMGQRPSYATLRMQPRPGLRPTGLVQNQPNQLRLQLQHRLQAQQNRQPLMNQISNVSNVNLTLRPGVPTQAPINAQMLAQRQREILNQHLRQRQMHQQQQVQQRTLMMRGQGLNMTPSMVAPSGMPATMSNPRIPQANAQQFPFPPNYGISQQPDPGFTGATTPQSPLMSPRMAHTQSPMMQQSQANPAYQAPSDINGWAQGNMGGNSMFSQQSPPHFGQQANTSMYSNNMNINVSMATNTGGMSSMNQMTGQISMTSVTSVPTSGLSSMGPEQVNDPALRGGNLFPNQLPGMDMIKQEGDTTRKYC
NOD2-RIPK2 inh – NOD2-RIPK2 binding disruptors in cells, primary screen, fluorescence, CHO cells, BLA complementation. CCF4 ratio. inhibition, % at 4.98 µM. 360,000 compounds, 0.38% hits. AID 624267, 2012; in the data active = inhibition above about 21%;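 also: 0% = vehicle only and 100% = reference blocker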
TLR9-MyD88 inh – inhibitors of TLR9-MyD88 association in cells, primary screen, cell-based, CHO, BLA complementation, fluorescence. Toll-like receptor 9 (Homo sapiens) + Myeloid differentiation primary response protein …. CCF4 FRET ratio. inhibition, % at 4.98 µM. 340,000 compounds, 0.21% hits. AID 504734, 2011;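 active = inhibition above the mean over all tested compounds plus 3 SD, cut at about 21% in these data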;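 also: 0% = DMSO only wells and 100% = clavulanate BLA inhibitor control wells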
SRC3 inh – SRC3 coactivator transcriptional activity inhibitors, primary screen, cell-based, luminescence | Nuclear receptor coactivator 3 (Homo sapiens), Q9Y6Q9 | HEK293 GAL4-SRC3 luciferase reporter | inhibition, % at 3.6 µM | 360,000 compounds, 0.17% hits | AID 588352, 2011;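 active = inhibition above a per-campaign cutoff, the mean of all compounds plus 3 SD, cut at about 60% in these data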;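 also: 0% = DMSO-treated cells and 100% = gossypol-treated cells at 36 µM; higher means less SRC3-driven luciferase light from the GAL4 reporter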
Active calls of the source: *. Some of the compounds tested; the hit share may differ from the screen's.

`Clc1ccc(N=C2SCC3CCCCN23)cc1` (stereo not drawn) gave LMP1 NFkB inh -32, C8 TRAIL sens -6, COUP-TFII inh -17, LRH-1 inv ag -132, NCOA1 inh -68, TROY NFkB inh -28, Vif inh 14, SRC2 inh -28, NOD2-RIPK2 inh -14, TLR9-MyD88 inh 1 and SRC3 inh -82.
Screening CC/C(=N\NC(=O)c1ccoc1C)c1ccc(C)o1 returned LMP1 NFkB inh 1, C8 TRAIL sens -7, COUP-TFII inh -43, LRH-1 inv ag -144, NCOA1 inh -103, TROY NFkB inh -85, Vif inh -12, SRC2 inh -25, NOD2-RIPK2 inh -14, TLR9-MyD88 inh -6 and SRC3 inh -51.
For COc1ccc2nc(NNC(=O)C3COc4ccccc4O3)sc2c1 (stereo not drawn) the results were LMP1 NFkB inh -19, C8 TRAIL sens -11, COUP-TFII inh 0, LRH-1 inv ag 20, NCOA1 inh -2, TROY NFkB inh -14, Vif inh 24, SRC2 inh 7, NOD2-RIPK2 inh -19, TLR9-MyD88 inh -1 and SRC3 inh -8.
COC(=O)c1c(NC(C)=O)sc2c1CCCCC2 was read as LMP1 NFkB inh -3, C8 TRAIL sens -4, COUP-TFII inh 6, LRH-1 inv ag 2, NCOA1 inh -6, TROY NFkB inh 6, Vif inh 1, SRC2 inh 9, NOD2-RIPK2 inh 4, TLR9-MyD88 inh -5 and SRC3 inh -5.
`Cc1cc(C)cc(NC(=O)Nc2c(Br)cnn2C)c1` gave LMP1 NFkB inh 6, C8 TRAIL sens -1, LRH-1 inv ag -14, NCOA1 inh 12, TROY NFkB inh -3, Vif inh 0, NOD2-RIPK2 inh -22, TLR9-MyD88 inh -7 and SRC3 inh 5.
For Cc1ccc2cc(CN(CC(C)C)C(=O)C3CCCO3)c(=O)[nH]c2c1 (stereo not drawn) the results were LMP1 NFkB inh -8, C8 TRAIL sens 0, COUP-TFII inh -8, LRH-1 inv ag 5, NCOA1 inh 1, TROY NFkB inh -1, Vif inh -7, SRC2 inh -33, NOD2-RIPK2 inh 2, TLR9-MyD88 inh 3 and SRC3 inh 13.
O=C(CN1CCN(S(=O)(=O)c2ccccc2[N+](=O)[O-])CC1)NC(=O)NCc1ccco1 was read as LMP1 NFkB inh 2, C8 TRAIL sens 6, COUP-TFII inh 2, LRH-1 inv ag 6, NCOA1 inh 8, TROY NFkB inh 20, Vif inh 13, SRC2 inh -7, NOD2-RIPK2 inh -6, TLR9-MyD88 inh 2 and SRC3 inh 6.
`Cc1nn(C)cc1S(=O)(=O)N1CCCC(C(=O)O)C1` (stereo not drawn) gave LMP1 NFkB inh 2, C8 TRAIL sens -5, COUP-TFII inh 11, LRH-1 inv ag 4, NCOA1 inh -62, TROY NFkB inh 6, Vif inh 20, SRC2 inh 6, NOD2-RIPK2 inh 2, TLR9-MyD88 inh 5 and SRC3 inh 7.
C/C(Cl)=C\COc1cc(C)nc2c(Br)cccc12 was read as LMP1 NFkB inh 5, C8 TRAIL sens 0, COUP-TFII inh 15, LRH-1 inv ag 2, NCOA1 inh 1, TROY NFkB inh 16, Vif inh -3, SRC2 inh 3, NOD2-RIPK2 inh -3, TLR9-MyD88 inh 3 and SRC3 inh 4.
Screening Cn1c(SCC(=O)Nc2ccc3c(c2)n(C)c(=O)n3C)nnc1-c1ccncc1 returned LMP1 NFkB inh -6, C8 TRAIL sens -14, COUP-TFII inh 5, LRH-1 inv ag 0, NCOA1 inh 9, TROY NFkB inh -19, Vif inh 3, SRC2 inh -20, NOD2-RIPK2 inh -9, TLR9-MyD88 inh -2 and SRC3 inh -10.
`CCN(C(=O)c1c(C)cc(=O)oc1C)c1ccc2c(c1)OCO2` gave LMP1 NFkB inh -6, C8 TRAIL sens -13, COUP-TFII inh 0, LRH-1 inv ag 0, NCOA1 inh -10, TROY NFkB inh -20, Vif inh 4, SRC2 inh -2, NOD2-RIPK2 inh -2, TLR9-MyD88 inh -3 and SRC3 inh -7.
For COc1cccc(-c2ccc(C#N)c(OC(=O)c3ccc(Cl)cc3)n2)c1 the results were LMP1 NFkB inh -11, C8 TRAIL sens -1, COUP-TFII inh -1, LRH-1 inv ag 10, NCOA1 inh -4, TROY NFkB inh 5, Vif inh -4, SRC2 inh -49, NOD2-RIPK2 inh -3, TLR9-MyD88 inh -2 and SRC3 inh 5.
CC1(C(=O)NCCc2ccccc2)Cc2c(-c3cccc(C(F)(F)F)c3)ccnc2O1 (stereo not drawn) was read as C8 TRAIL sens 3, COUP-TFII inh 2, LRH-1 inv ag 4, NCOA1 inh 3, TROY NFkB inh 17, Vif inh -2, SRC2 inh 16, NOD2-RIPK2 inh 0 and SRC3 inh 8.
Screening COc1ccccc1Cn1c(=S)[nH]c2ccc(F)cc2c1=O returned LMP1 NFkB inh 2, C8 TRAIL sens -10, COUP-TFII inh -5, LRH-1 inv ag -4, NCOA1 inh -8, TROY NFkB inh 17, SRC2 inh 23, NOD2-RIPK2 inh -13, TLR9-MyD88 inh 0 and SRC3 inh 14.
C/C(=N\Nc1nc2ccccc2nc1C)c1ccccc1O was read as LMP1 NFkB inh -3, C8 TRAIL sens -6, COUP-TFII inh -4, LRH-1 inv ag 18, NCOA1 inh -43, TROY NFkB inh 29, Vif inh -5, SRC2 inh -55, NOD2-RIPK2 inh 1, TLR9-MyD88 inh 10 and SRC3 inh 7.
For O=C(COC(=O)C1C2CC3OC(=O)C1C3C2)Nc1ccc(Br)cc1 (stereo not drawn) the results were LMP1 NFkB inh -23, C8 TRAIL sens -5, COUP-TFII inh -8, LRH-1 inv ag -33, NCOA1 inh -5, TROY NFkB inh -17, Vif inh 12, SRC2 inh -38, NOD2-RIPK2 inh -7, TLR9-MyD88 inh -2 and SRC3 inh -17.
C[C@@H](CSc1ccccc1)CN1CC[C@H](O)CCC1=O was read as LMP1 NFkB inh 1, C8 TRAIL sens 7, COUP-TFII inh -8, LRH-1 inv ag 9, NCOA1 inh -20, TROY NFkB inh -1, Vif inh 0, SRC2 inh -14, NOD2-RIPK2 inh 11, TLR9-MyD88 inh 3 and SRC3 inh 0.
O=C(CSc1nnnn1C1CC1)N1CCN(c2ccccc2F)CC1 was read as LMP1 NFkB inh 3, C8 TRAIL sens -7, COUP-TFII inh 12, LRH-1 inv ag 10, NCOA1 inh 0, TROY NFkB inh 1, Vif inh -2, SRC2 inh 6, NOD2-RIPK2 inh 11, TLR9-MyD88 inh -9 and SRC3 inh -8.
For COCCNc1oc(/C=C/c2cccs2)nc1S(=O)(=O)c1ccccc1 the results were LMP1 NFkB inh 0, C8 TRAIL sens 6, COUP-TFII inh 13, LRH-1 inv ag -9, NCOA1 inh 3, TROY NFkB inh 9, Vif inh -1, SRC2 inh 13, NOD2-RIPK2 inh -4, TLR9-MyD88 inh -5 and SRC3 inh 11.
Cc1cc(-c2cccs2)nc(-n2cccc2)n1 was read as LMP1 NFkB inh -15, C8 TRAIL sens -13, COUP-TFII inh 2, LRH-1 inv ag 7, NCOA1 inh -40, TROY NFkB inh -5, Vif inh -2, SRC2 inh -7, NOD2-RIPK2 inh 0, TLR9-MyD88 inh -2 and SRC3 inh -36.
O=C(N/N=C/c1ccc(Br)o1)/C(=C/c1ccc([N+](=O)[O-])cc1)NC(=O)c1ccccc1 was read as LMP1 NFkB inh -11, C8 TRAIL sens -14, COUP-TFII inh 1, LRH-1 inv ag -5, NCOA1 inh 8, TROY NFkB inh 13, Vif inh 3, SRC2 inh 11, NOD2-RIPK2 inh -3, TLR9-MyD88 inh 6 and SRC3 inh 17.
Screening CCN(CC)c1ccc(/C=N/N2C(=O)c3ccccc3C2=O)cc1 returned LMP1 NFkB inh 2, C8 TRAIL sens -5, COUP-TFII inh 5, LRH-1 inv ag 7, NCOA1 inh 14, TROY NFkB inh -40, Vif inh -6, SRC2 inh 5, NOD2-RIPK2 inh 9, TLR9-MyD88 inh -4 and SRC3 inh 4.
For O=C(Nc1cccc(NC(=O)c2ccc(-c3cccc(Br)c3)o2)c1)c1ccco1 the results were LMP1 NFkB inh -1, C8 TRAIL sens 10, COUP-TFII inh -15, LRH-1 inv ag -5, NCOA1 inh 8, TROY NFkB inh 16, SRC2 inh -6, NOD2-RIPK2 inh -15, TLR9-MyD88 inh -8 and SRC3 inh 12.
For COc1ccc(NS(=O)(=O)c2ccc(C)c(C(=O)NC3CCN(Cc4ccccc4)CC3)c2)cc1 the results were LMP1 NFkB inh 10, C8 TRAIL sens 16, COUP-TFII inh 29, LRH-1 inv ag 20, NCOA1 inh 1, TROY NFkB inh -11, Vif inh 0, SRC2 inh 24, NOD2-RIPK2 inh -6, TLR9-MyD88 inh 2 and SRC3 inh -9.
Screening CCOc1ccc(NC(=O)COn2nnc3ccc(S(=O)(=O)N4CCOCC4)cc32)cc1 returned LMP1 NFkB inh -5, C8 TRAIL sens -2, COUP-TFII inh 8, LRH-1 inv ag 17, NCOA1 inh -2, TROY NFkB inh -6, Vif inh -2, SRC2 inh 1, NOD2-RIPK2 inh 4, TLR9-MyD88 inh 1 and SRC3 inh 11.
For O=C(/C=C/c1cccc(F)c1)Nc1nccs1 the results were LMP1 NFkB inh -40, C8 TRAIL sens 5, COUP-TFII inh -24, LRH-1 inv ag -118, NCOA1 inh -81, TROY NFkB inh -52, Vif inh 13, SRC2 inh -79, NOD2-RIPK2 inh 9, TLR9-MyD88 inh -2 and SRC3 inh -75.
COc1ccc(OC(=O)COc2ccc(Cl)cc2)cc1 was read as LMP1 NFkB inh -7, C8 TRAIL sens 5, COUP-TFII inh -9, LRH-1 inv ag -8, NCOA1 inh -20, TROY NFkB inh 2, Vif inh 2, SRC2 inh -4, NOD2-RIPK2 inh 0, TLR9-MyD88 inh -1 and SRC3 inh 6.
`COC(=O)N1[C@H](C)C=C[C@]1(Cc1ccccc1)C(=O)OC` gave LMP1 NFkB inh 8, C8 TRAIL sens -1, COUP-TFII inh 13, LRH-1 inv ag -10, NCOA1 inh 5, TROY NFkB inh -1, SRC2 inh -18, NOD2-RIPK2 inh 2, TLR9-MyD88 inh -7 and SRC3 inh -9.
`C=C(C)C1CC=C(C)/C(=N/NC(=O)C2CC2c2ccccc2)C1` (stereo not drawn) gave LMP1 NFkB inh -10, C8 TRAIL sens -1, COUP-TFII inh -7, LRH-1 inv ag 12, NCOA1 inh 5, TROY NFkB inh -2, Vif inh 0, SRC2 inh 8, NOD2-RIPK2 inh 1, TLR9-MyD88 inh 1 and SRC3 inh -10.
